bIAP inh: intestinal alkaline phosphatase (bovine) inhibition. purified bovine IAP, CDP-star luminescence, 30 min. 190,000 tested, under 10 active. inhibition, % at 20 µM;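 active = over 50% inhibition of intestinal alkaline phosphatase at 20 µM in the single-dose screen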
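Incubation: 30 min reaction at room temperature / Material: purified bovine intestinal alkaline phosphatase (IAP) enzyme / Input: enzyme at 1/65,000,000 dilution / Dosing: 20 µM single dose / Signal: CDP-star luminescence signal / Reagent: CDP-star chemiluminescent phosphatase substrate, 30 µM final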
PPARg SRC-1 ag: agonists of human PPARgamma SRC-1 coactivator recruitment; P37231; PPARgamma-SRC-1 coactivator recruitment biochemical assay; activation, % at 8 µM; 0.41% of 200,000 active; in the data active = activation above about 19%;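 also: 0% = DMSO and 100% = reference agonist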
PPARg SRC3 recr: promotes SRC-3 coactivator recruitment by human PPARgamma | P37231 | biochemical PPARgamma/SRC-3 coactivator recruitment assay | activation, % at 8 µM | 0.26% of 200,000 active | AID 731; in the data active = activation above about 23%;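 also: 0% = DMSO and 100% = reference agonist; some compounds past the cut are filed as inactive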
ROMK primary: modulators of human ROMK potassium channel; P48048; B-score at 10 µM; 2% of 130,000 active; Tet-inducible ROMK, thallium flux fluorescence; actives lie on both sides; AID 1918;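 active = signal ratio slope over the read window, or its plate-corrected B-score, at least 3 SD from the plate mean, either direction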;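 also: B-score of the F/F0 ratio slope over 7 to 12 s after thallium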
Target sequence (P48048 whole entry, looked up): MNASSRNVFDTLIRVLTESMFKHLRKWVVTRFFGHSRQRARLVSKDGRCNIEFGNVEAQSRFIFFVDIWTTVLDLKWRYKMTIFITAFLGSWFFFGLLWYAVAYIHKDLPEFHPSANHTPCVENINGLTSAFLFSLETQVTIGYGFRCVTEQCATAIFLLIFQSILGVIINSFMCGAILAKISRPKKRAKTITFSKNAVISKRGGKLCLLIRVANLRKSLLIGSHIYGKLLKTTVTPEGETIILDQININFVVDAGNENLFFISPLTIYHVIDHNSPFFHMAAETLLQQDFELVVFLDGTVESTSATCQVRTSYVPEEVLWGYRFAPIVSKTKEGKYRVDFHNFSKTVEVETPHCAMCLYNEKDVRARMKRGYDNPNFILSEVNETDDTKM
Lmaj promast: Leishmania major promastigote growth inhibition; 9% of 200,000 active; Leishmania major promastigotes, resazurin fluorescence viability; AID 1063; inhibition, % at 10 µM; in the data active = inhibition above about 50%;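 also: promastigotes grown with compound for 44 hours at 28 °C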
PPARg SRC-2 ag: PPARgamma-driven SRC-2 recruitment agonism | PPARgamma LBD-SRC-2 recruitment, biochemical | P37231 | AID 1032 | activation, % at 8 µM | 0.34% of 200,000 active; in the data active = activation above about 22%;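 also: 0% = vehicle and 100% = reference agonist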
RAM inhibit: blocks the yeast RAM network; 1.8% of 190,000 active; inhibition, % at 50 µM; AID 868; S. cerevisiae dse1pr::URA3 reporter, 5-FOA growth OD615, 2 d; analog-sensitive cbk1-as2 kinase mutant strain;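 active = inhibition above a set limit, 3 SD over mean compound inhibition, cut at about 8.4% in these data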;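 also: 0% = DMSO-only wells with no growth and 100% = 10 µM 1-NA-PP1 full growth; inhibition rescues growth on 5-FOA so higher OD means more RAM inhibition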
Efa HMGR inh: blocks class II HMG-CoA reductase of Enterococcus faecalis | inhibition, % at 10 µM | 0.41% of 190,000 active | purified E. faecalis HMGR, NADPH absorbance 340 nm kinetic;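 active = inhibition above a set limit, the median over all tested compounds plus 3 SD, cut at about 9.5% in these data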;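 also: enzyme runs in reverse so mevalonate oxidation gives rising NADPH absorbance; 0% = complete reaction with DMSO and 100% = background rate lacking mevalonate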
SRC2 TRFRET art: flags TR-FRET format artefacts in PPARgamma SRC-2 recruitment agonist screen; TR-FRET artefact counter-screen; stronger effect = higher value; TR-FRET ratio at 8 µM; 0.4% of 200,000 active; AID 1049; in the data active = TR-FRET ratio above about 2000; also: inactives centre near 1500; reference of the scale not given here
S1P3 antagonist: S1P3 (human) receptor antagonism | inhibition, % at 4.98 µM | 0.27% of 170,000 active | CHO S1P3 NFAT-BLA reporter, FRET fluorescence, antagonist mode;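 active = inhibition above the plate cutoff, the mean inhibition of test wells on that plate plus 3 SD, cut at about 28% in these data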;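 also: cells challenged with S1P at its EC80 of 0.8 µM; blue over green emission ratio from cleaved BLA substrate after 4 h stimulation; 0% = S1P-stimulated wells and 100% = unstimulated DMSO-only wells; some compounds past the cut are filed as inactive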
Target sequence (Q99500 whole entry, looked up): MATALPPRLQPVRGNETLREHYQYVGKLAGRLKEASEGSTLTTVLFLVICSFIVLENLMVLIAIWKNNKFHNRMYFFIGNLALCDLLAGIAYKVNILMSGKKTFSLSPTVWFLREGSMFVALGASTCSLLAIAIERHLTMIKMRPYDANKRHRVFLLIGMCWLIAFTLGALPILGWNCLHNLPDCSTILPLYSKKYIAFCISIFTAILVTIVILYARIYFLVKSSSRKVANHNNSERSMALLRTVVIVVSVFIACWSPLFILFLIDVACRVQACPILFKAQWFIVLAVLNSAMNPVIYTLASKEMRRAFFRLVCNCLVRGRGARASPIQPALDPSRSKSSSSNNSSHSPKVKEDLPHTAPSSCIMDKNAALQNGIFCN
DTT redox prof: compounds producing H2O2 with reducing agent – biochemical, NIH compound library profiling, artefact control for MLSCN library redox annotation, primary screen; DTT-dependent redox cycling H2O2, phenol red/HRP absorbance; 100% = 100 µM peroxide control, 0% = buffer; activation, % at 10 µM; 0.03% of 200,000 active;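 active = activation of at least 50% relative to the plate's high and low controls in the primary single-dose screen; inactive = activation below 50%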;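 also: compound incubated with DTT at 0.8 mM final as the reducing agent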
Numbers without * were called inactive; i = inactive; . = not tested or not shown.

molecule,bIAP inh,PPARg SRC-1 ag,PPARg SRC3 recr,ROMK primary,Lmaj promast,PPARg SRC-2 ag,RAM inhibit,Efa HMGR inh,SRC2 TRFRET art,S1P3 antagonist,DTT redox prof
O=C(CC1C(=O)NCCN1CC1CCCCC1)NCc1ccc(F)cc1 (stereo not drawn),1,-6,2,-0.66,-6,3,1.6,-1,1370,6,0.3
COC(=O)c1nn(-c2ccccc2)c(Sc2ccc(C)cc2)c1/C=N/O,2,1,-1,.,-7,2,3.1,-7,1471,.,2.0
CS(=O)(=O)N(CC(=O)N1CCCC1)c1cc(C(F)(F)F)ccc1Cl,-5,12,8,-0.45,-6,17,1.2,-7,1514,-20,-0.1
C=CCNc1cc(N2CCCC2)ccc1[N+](=O)[O-],6,-7,5,-0.62,6,5,1.1,-7,1472,15,5.9
CCOc1cc(/C=N/NC(=O)C(=O)Nc2cc(Cl)ccc2C)ccc1O,-19,-3,-6,-0.38,2,-4,3.1,-1,1520,-10,0.2
CCOc1cc2[nH]c(=O)n(CCC(=O)NCCc3ccc(OC)c(OC)c3)c(=O)c2cc1OCC,9,10,4,0.52,-5,17,0.5,-9,1682,-18,-0.3
Cc1ccc(S(=O)(=O)c2nc(C(C)(C)C)oc2N2CCOCC2)cc1,-5,5,6,0.054,-6,14,-1.6,1,1574,-2,0.6
CCOC(=O)N/N=C/c1c(F)cccc1F,-2,-6,-2,-0.44,11,-2,0.8,0,1394,-16,-0.7
CC(C)CNC(=O)COC(=O)c1cc(S(=O)(=O)N(C)C)ccc1N1CCCC1,4,0,2,-0.48,4,7,0.5,-3,1434,-16,-0.5
CNc1nc2sc3c(c2c(=O)n1C)CC(C)(C)SC3,-1,5,10,.,-4,14,1.5,2,1661,-30,-2.6
CCCCCNC(=O)c1cccnc1SCC(=O)Nc1ccccc1OC,15,5,2,-0.1,54*,9,1.2,-1,1639,-1,0.3
Cn1c(N)c(C(=O)COC(=O)CCC2CCCCC2)c(=O)n(C)c1=O,4,9,-3,1.3,-4,10,-0.7,1,1487,-14,0.0
O=C(Nc1n[nH]c(C2CCCCC2)n1)C1CCCCC1,i,-11,-11,.,1,1,0.5,-1,1382,-21,3.0
O=C(NCC(c1ccco1)N1CCN(c2ccccc2F)CC1)OCc1ccccc1 (stereo not drawn),15,-6,2,.,1,2,2.4,-3,1723,12,-0.1
CC1Cc2ccccc2N1CC(=O)c1c(N)n(Cc2ccccc2)c(=O)n(C)c1=O (stereo not drawn),4,14,2,.,29,5,1.4,-13,1702,4,0.5
Cc1ccc2nc(-c3ccncc3)c(NC3CCCCC3)n2c1,-6,4,-1,-0.48,65*,13,1.5,-3,1631,-2,-1.8
CCc1c(C)nc2ncnn2c1N1CCC(C(=O)Nc2ccc(C)cc2)CC1,4,-4,10,.,6,-8,1.0,-6,1400,-4,0.1
CCCCOc1ccc(C(=O)N/C(=C\c2ccc(OC)cc2)C(=O)OCc2ccco2)cc1,7,9,9,0.31,96*,8,12*,1,1524,.,-4.0
CN(C/C=C/c1ccccc1)C1CCCCC1,-8,-6,3,0.44,10,1,2.4,2,1403,-7,-2.0
O=C(COC(=O)/C=C/c1ccco1)Nc1cccc([N+](=O)[O-])c1,-4,5,-3,-0.4,-4,4,1.5,-2,1636,-29,0.1
Cc1cc(C)n(-c2ccc(C(=O)NC(C)C)cc2)n1,1,1,-5,-0.057,10,3,-0.1,-1,1340,-4,-0.1
CC(=O)N/C(=C\c1ccccc1)C(=O)NC(C)C(=O)O (stereo not drawn),-6,-8,1,0.72,5,-9,4.0,-5,1243,-9,-1.7
Clc1ccc(Cn2c(-c3cccnc3Cl)nc3ccccc32)cc1,-1,-10,-2,-0.48,46,-3,0.8,3,1509,.,-3.6
Clc1ccc(-c2csc(=Nc3cccnc3)n2CCCn2ccnc2)cc1Cl,-24,6,3,-1.4,99*,10,0.0,-4,1475,16,-0.8
CCOC(=O)c1cnc(SCc2nc(N)nc(Nc3ccccc3)n2)nc1N,17,3,0,.,0,5,4.4,1,1541,6,1.1
Oc1ccc(F)cc1-c1cc(-c2ccc3c(c2)OCCO3)n[nH]1,6,-1,4,-1.1,25,7,1.4,-3,1539,.,0.1
CCCc1cc(C(N)=O)c(NC(C)=O)s1,6,4,-9,.,-2,1,0.3,-3,1434,-13,2.0
COc1ncnc2sc(-c3ccccc3)cc12,2,0,0,.,-5,0,1.7,-6,1459,-7,-2.4
N#Cc1ccccc1NC(=O)CSc1nnc(-c2ccncc2)o1,0,-7,-1,-0.21,4,2,1.7,-7,1406,-13,-1.2
Cc1ccccc1Oc1nc2ccccn2c(=O)c1/C=C(\C#N)C(=O)Nc1c(C)n(C)n(-c2ccccc2)c1=O,12,1,4,.,-3,9,1.0,0,1815,-7,0.1
O=C(CSc1nnc(SCc2ccc(Cl)cc2)s1)N1CCOCC1,-11,3,-1,-0.12,-10,2,1.9,-7,1604,-7,0.3
Oc1ccccc1-c1nnc(-c2ccc(C(F)(F)F)cc2)o1,-10,16,18,.,-6,-1,2.9,3,1692,-2,1.6
O=C(N/N=C/c1cc2c(cc1Cl)OCO2)c1ccncc1,-2,11,7,-1.5,-8,3,2.8,-4,1389,-4,-0.6
Cc1cc(N2CCOCC2)nc(-c2ccc([N+](=O)[O-])cc2)n1,1,8,10,-0.66,-1,7,1.2,-3,1724,.,0.7
CC(=O)c1cccc(NC(=O)C2CCCN(S(=O)(=O)c3ccccc3)C2)c1 (stereo not drawn),10,-2,-18,.,0,4,0.9,-9,1464,-4,2.5
O=C(Cn1nnc(-c2ccccc2)n1)N/N=C/c1ccco1,4,-3,4,-12*,-8,18,3.0,-6,1548,-9,-1.4
COc1cccc(C2C3=C(CCCC3=O)Nc3nc(-c4cc(OC)c(OC)c(OC)c4)nn32)c1 (stereo not drawn),-9,7,15,.,-1,6,3.8,-12,1638,-16,2.2
CCCCCCc1c(C)nc(-n2[nH]c(C)c(CCO)c2=O)[nH]c1=O,-19,-2,4,-0.29,2,0,1.5,-9,1584,-21,-1.1
Cc1cc(NC(=O)c2cccs2)ncc1NC(=O)c1cccc(F)c1,-1,-1,5,0.36,-2,0,0.8,-11,1722,-7,-0.3
Cc1c(C(=O)O)sc(=S)n1CCOc1ccccc1,7,5,-20,-0.53,-12,-7,1.9,-1,1422,10,0.2
CCOC(=O)c1sc(N2N=C(C)/C(=C\c3ccc(OCC(=O)OC)cc3)C2=O)nc1C,1,0,2,-0.37,14,3,0.8,0,1531,-11,0.1
CCOC(=O)c1ccc(NC(=O)C2(c3ccccc3)CCCC2)cc1,3,-1,9,2,-4,4,2.9,-1,1531,.,-4.5
O=C(CSc1nnc(Cn2c(=O)sc3ccccc32)n1-c1ccccc1)N1CCCCCC1,18,3,0,.,-6,8,0.7,-7,1612,2,-0.3
CC1(C)CC(=O)C2=C(C1)NC(=O)CC2c1cccc(F)c1 (stereo not drawn),7,6,6,0.51,5,1,1.3,0,1545,5,0.8
COc1ccc(C2CC(c3cccs3)=NN2C(=S)Nc2ccccc2)cc1OC (stereo not drawn),13,-4,2,.,71*,2,3.6,-9,1521,1,0.6
Cc1ccc(CN(C(=O)c2ccco2)C(C(=O)NC2CCCC2)c2ccc(N3CCOCC3)cc2)cc1 (stereo not drawn),25,6,7,-0.44,30,2,0.9,-2,1537,.,-0.9
Cc1ccc(C(C)C)c(OCC(=O)N2CCOCC2)c1,-2,6,-2,-1.2,-2,6,0.1,-1,1736,.,-0.9
CS(=O)(=O)NCCNc1ccc(C(F)(F)F)cc1[N+](=O)[O-],8,-5,1,-0.53,1,-1,2.4,-7,1766,6,0.7
O=C(NCCc1ccccc1F)/C(=C/c1cccnc1)NC(=O)c1ccccc1,19,-8,1,-1.7,28,-10,-0.6,0,1462,0,0.1
COc1ccc(N(C(C)C(=O)N/N=C(\C)C(C)(C)C)S(C)(=O)=O)cc1 (stereo not drawn),1,-5,-1,1.8,-1,1,2.8,-9,1504,-2,-0.5
COc1cc([N+](=O)[O-])ccc1N/C=C/C(=O)c1cccs1,20,6,9,.,0,6,4.2,-3,1528,.,6.9
O=C(CSc1nc2ccccc2n1CC(=O)N1CCCC1)Nc1ccc2c(c1)OCO2,1,0,-3,.,-8,5,0.7,-1,1587,0,-0.8
CCNc1ccc(C2(O)C(=O)c3ccccc3C2=O)cc1,8,7,3,0.055,-1,1,0.0,-6,1446,-18,-0.2
O=C(c1cccnc1)N1C2C=CC(C2)C1(C(F)(F)F)C(F)(F)F (stereo not drawn),-1,-6,-5,.,-3,4,1.4,-9,1442,13,1.0
COCCNC(=O)CCCn1c(=O)c2cc(OC)c(OC)cc2n(CC(=O)c2cccc(OC)c2)c1=O,-6,3,2,-0.75,9,0,2.3,0,1514,-38,-0.3
CC(=O)COc1ncn(-c2ccccc2)n1,1,2,7,-0.11,-3,7,1.4,0,1586,.,-0.3
Cc1cc(=O)[nH]c(-n2nc(C)cc2C)n1,-7,-3,9,0.0021,-2,2,-1.3,0,1438,-23,1.9
Cc1ccc(-n2nc(C)c3c2NC2=C(C(=O)CC(C)(C)C2)C3c2ccccc2OCC(=O)O)cc1 (stereo not drawn),-1,4,3,0.88,-19,-2,5.5,6,1493,-12,-2.9
Cc1ccc(-n2c(C)cc(C)c(C#N)c2=O)cc1Cl,19,4,10,-1.3,0,-2,0.1,-3,1504,.,-0.1
C=CCc1ccccc1OCC(O)CN1CCN(c2ccccc2F)CC1 (stereo not drawn),4,-5,1,.,69*,-7,-0.6,1,1407,-5,2.9
CCOc1ccccc1C(=O)Nc1cc(C(=O)NCC(C)C)ccc1Cl,2,-7,4,.,-2,5,-0.1,3,1717,-9,0.1
COc1ccc(C(=S)Nc2ccccc2)cc1,9,9,-6,-0.00079,-13,5,1.5,-3,1422,.,-6.8
CCN(CC)c1nc2ccccc2nc1C(C#N)C(=O)NCCCOC (stereo not drawn),-6,4,4,.,16,0,1.2,-3,1564,11,0.8

Two compounds picked at random from those above:
molecule,bIAP inh,PPARg SRC-1 ag,PPARg SRC3 recr,ROMK primary,Lmaj promast,PPARg SRC-2 ag,RAM inhibit,Efa HMGR inh,SRC2 TRFRET art,S1P3 antagonist,DTT redox prof
COc1ncnc2sc(-c3ccccc3)cc12,2,0,0,.,-5,0,1.7,-6,1459,-7,-2.4
COc1cccc(C2C3=C(CCCC3=O)Nc3nc(-c4cc(OC)c(OC)c(OC)c4)nn32)c1 (stereo not drawn),-9,7,15,.,-1,6,3.8,-12,1638,-16,2.2

Bioassay records from PubChem.
